RGS4 inh – inhibitors of human RGS4; P49798; HEK293 M3R/RGS4 inducible, Fluo-4 calcium flux; hits give high values; triggered by carbachol at its EC20; B-score at 10 µM; actives 0.45% (n = 310,000); AID 463165;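 active = B-score, a plate-corrected calcium signal, over three deviations above library mean, with baseline fluorescence within five deviations of library mean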;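 note: RGS4 expression induced by doxycycline in cells with stable M3 receptor; B-score is computed from the integrated fluorescence ratio over baseline after carbachol; higher B-score means a larger calcium signal and so more RGS4 inhibition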
MrgX1 PAM – human MrgX1 positive allosteric modulation, primary screen. MrgX1-HEK293, Fluo-4 calcium flux, FDSS; hits give high values. AID 588675. actives 0.63% (n = 310,000). Q96LB2. B-score at 10 µM;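 active = plate-corrected calcium response at least 3 library SD above typical, normal starting fluorescence, not activating the receptor alone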;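 note: compound read alongside a low EC10 to EC30 dose of BAM8-22 agonist; peak minus trough fluorescence over baseline measured at the second addition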
MrgX1 antag – antagonists of human MrgX1 receptor. actives 1.3% (n = 310,000). Q96LB2. MRGX1-HEK293 calcium flux, Fluo-4, BAM8-22 antagonism; hits give low values. B-score at 10 µM;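 active = calcium-response B-score plate-corrected more than 3 library SD below zero, starting fluorescence within 5 deviations, no agonist response on first addition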;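 note: peak minus trough fluorescence over baseline after final BAM8-22 challenge near maximal dose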
TRPC4 inh – inhibitors of mouse TRPC4 channel. Q9QUQ5. HEK293 TRPC4beta/mu-opioid, DAMGO-evoked Fluo4 calcium flux; hits give low values. B-score at 10 µM. actives 0.39% (n = 300,000). AID 2247;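 active = B-score over 3 SD under the library average, no early fluorescence shift, positive overall ratio signal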
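Assay system: Stable TRPC4beta/mu-opioid receptor HEK293 cells | Reagent: DAMGO in two steps, submaximal then maximal | Compound dosing: Single concentration per test compound | Signal: Fluo4 Ca2+ flux fluorescence | Evaluation: Per-well B score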
TMEM16A act – mouse TMEM16A channel activation, primary screen; actives 0.3% (n = 340,000); HEK293 TMEM16A/YFP-H148Q/I152L, iodide quench fluorescence; hits give low values; AID 623877; B-score at 10 µM; Q8BHY3;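 active = fluorescence-ratio B-score plate-corrected deviation score at least 3 library SD below zero, with starting fluorescence score within 5 deviations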;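 note: channel opened by trigger with iodide after compound preincubation; score built on the fluorescence ratio of max minus min over baseline; more negative score means more quench and so TMEM16A activation or potentiation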
MrgX1 agonist – activates human MrgX1 receptor signaling. Q96LB2. MrgX1-HEK293 cells, Fluo-4 calcium fluorescence, agonist mode; hits give high values. B-score at 10 µM. actives 0.44% (n = 310,000). AID 588627;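 active = calcium response B-score plate-corrected fluorescence ratio at least 3 library SD, with starting fluorescence B-score inside 5 SD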
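Test system: HEK293 cells stably expressing human MrgX1 receptor; amount: 15,000 cells per well; doses: compound delivered in addition one of three; times: overnight plating before 1 h dye loading; detection: Fluo-4 NW calcium-flux fluorescence, kinetic read; read-out basis: B-scored fluorescence response ratio; controls: positive and negative controls per plate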
TRPC4 agonist – activators of mouse TRPC4 channel. Q9QUQ5. HEK293 TRPC4beta/mu-opioid, Fluo4 calcium fluorescence; hits give high values. B-score at 10 µM. actives 0.49% (n = 310,000);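 active = B-score above 5 SD of library B-scores, and initial fluorescence ratio not above library mean plus 5 SD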;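 note: positive B-score marks a calcium rise read as TRPC4 activation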
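Incubation: 45 min room-temperature Fluo4 loading, 110 s read / System: HEK293 cells stably co-expressing mouse TRPC4beta and mu-opioid receptor / Signal: Fluo4 fluorescence, kinetic / Control set: buffer (low) and maximal DAMGO (high) / Measure: integrated baseline-normalised fluorescence ratio, converted to per-well B score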
TMEM16A inh – mouse TMEM16A channel inhibition, primary screen. normalized B-score (activity score, 25-100; higher = stronger inhibition) at 10 µM. HEK293 TMEM16A/YFP iodide influx fluorescence, ionomycin. Q8BHY3. actives 1.2% (n = 310,000). AID 588511;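 active = ratio plate-corrected score three or more library SD toward inhibition, starting fluorescence score within five deviations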;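 note: score derived from kinetic fluorescence span divided by baseline fluorescence per well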
TRPC6 inhibitor – blocks the mouse TRPC6 cation channel; Q61143; HEK293-TRPC6, membrane potential dye, ACh-evoked depolarization; hits give low values; B-score at 10 µM; actives 1.1% (n = 310,000); AID 2553;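 active = B-score under library mean minus 3 SD, initial fluorescence not abnormally high, positive integrated signal ratio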;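 note: B-score derived from integrated fluorescence ratio over the kinetic read; more negative B-score means stronger inhibition of depolarization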
Target sequence (Q61143 whole entry, looked up): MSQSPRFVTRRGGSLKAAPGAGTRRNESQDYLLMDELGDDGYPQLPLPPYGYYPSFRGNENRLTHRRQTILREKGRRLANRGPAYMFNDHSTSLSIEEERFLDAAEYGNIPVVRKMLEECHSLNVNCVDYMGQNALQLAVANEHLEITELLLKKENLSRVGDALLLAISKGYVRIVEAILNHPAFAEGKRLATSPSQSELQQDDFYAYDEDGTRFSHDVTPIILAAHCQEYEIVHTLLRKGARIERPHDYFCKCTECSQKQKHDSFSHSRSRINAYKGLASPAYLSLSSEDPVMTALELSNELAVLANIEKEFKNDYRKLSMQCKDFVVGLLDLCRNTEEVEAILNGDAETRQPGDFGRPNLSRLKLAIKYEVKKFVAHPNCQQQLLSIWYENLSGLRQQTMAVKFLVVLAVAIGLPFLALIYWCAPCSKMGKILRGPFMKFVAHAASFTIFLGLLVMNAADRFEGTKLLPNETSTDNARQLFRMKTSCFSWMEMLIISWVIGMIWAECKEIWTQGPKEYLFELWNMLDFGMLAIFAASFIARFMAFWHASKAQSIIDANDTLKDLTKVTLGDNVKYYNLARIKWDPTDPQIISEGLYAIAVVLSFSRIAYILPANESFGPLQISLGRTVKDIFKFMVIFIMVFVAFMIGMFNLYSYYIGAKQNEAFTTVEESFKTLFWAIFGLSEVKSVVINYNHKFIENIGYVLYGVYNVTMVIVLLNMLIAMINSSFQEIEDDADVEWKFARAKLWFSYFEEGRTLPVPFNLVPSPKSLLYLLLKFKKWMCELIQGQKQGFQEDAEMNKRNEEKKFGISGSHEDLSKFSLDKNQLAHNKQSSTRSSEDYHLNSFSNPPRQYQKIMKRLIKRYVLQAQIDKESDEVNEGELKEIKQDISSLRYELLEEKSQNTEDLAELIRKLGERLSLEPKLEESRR
TRPC4 PAM – allosterically enhances the mouse TRPC4 cation channel; AID 2227; B-score at 10 µM; Q9QUQ5; actives 0.42% (n = 310,000); HEK293 TRPC4beta/mu-opioid, DAMGO EC20, Fluo-4 Ca2+ flux; hits give high values;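 active = B-score of calcium response area above 5 SD of library B-scores, with initial fluorescence ratio within 5 SD of library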;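 note: B-score of integrated fluorescence ratio over time as area under calcium response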
TRPC6 activator – activates the mouse TRPC6 cation channel; HEK293-TRPC6 membrane potential dye fluorescence; hits give high values; Q61143; B-score at 10 µM; actives 0.13% (n = 310,000); AID 2550;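 active = B-score of the integrated fluorescence ratio above library mean plus 3 SD, and starting fluorescence ratio within library mean plus 5 SD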;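 note: higher score means more depolarization so channel activation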
Active calls of the source: *; i = inactive; . = no result given.

SMILES	RGS4 inh	MrgX1 PAM	MrgX1 antag	TRPC4 inh	TMEM16A act	MrgX1 agonist	TRPC4 agonist	TMEM16A inh	TRPC6 inhibitor	TRPC4 PAM	TRPC6 activator
COc1ccc(C(=O)N=c2sc3c(C)ccc(OC)c3n2C)cc1	i	i	i	i	i	i	i	i	i	i	i
O=C(CCNc1ccc(F)c(Cl)c1)c1ccco1	i	i	i	i	i	i	i	i	i	i	i
CCOc1ccc(S(=O)(=O)NCC2CCCO2)c2cccnc12 (configuration not stated)	i	i	i	i	i	i	i	i	i	i	i
COc1ccc2c(c1)c(N=NC(N)=S)c(O)n2CC(=O)c1ccccc1	i	i	i	i	i	i	i	i	i	i	i
Cc1nc(C(=O)Nc2cccc(Cl)c2Cl)nn1-c1cc(OC(C)C)c(Cl)cc1Cl	i	i	i	i	i	i	i	i	i	i	i
Cc1cc2nc(/N=C(\N)NC(=O)C(C)C)nc(C)c2cc1C	i	i	i	i	i	i	i	i	i	i	i
O=C(Nc1nnc(C2CC2)s1)c1cc(-c2ccccc2)nn1-c1ccccc1	i	i	i	i	i	i	i	i	i	i	i
Cc1cc(NS(=O)(=O)c2ccc(NC(=O)CSc3nc4sc(C)c(C)c4c(=O)[nH]3)cc2)no1	i	i	i	i	i	i	i	i	i	i	i
Cc1ccc(C(=O)CSc2ccc(-c3ccncc3)nn2)cc1	i	i	i	i	i	i	i	i	i	i	i
CC(=O)C12OC1CC1C3CCC4=CC(=O)CCC4(C)C3CCC12C (configuration not stated)	i	i	i	i	i	i	i	i	i	i	i
CCOC(=O)CN1CC23C=CC(O2)C(C(=O)O)C3C1=O (configuration not stated)	i	i	i	i	i	i	i	i	i	i	i
O=C1Nc2ccccc2C(=O)N2[C@H](c3ccccc3)[C@@H]3C(=O)N(Cc4ccccc4)C(=O)[C@@H]3[C@H]12	i	i	i	i	i	i	i	i	i	i	i
O=C(NC(Cc1ccccc1)C(=O)NC(Cc1ccccc1)C(=O)O)c1ccccc1 (configuration not stated)	i	i	i	i	i	i	i	i	i	i	i
O=C(N/N=C/c1cccs1)c1cc(C2CC2)nc2ccccc12	i	i	i	i	i	i	i	i	i	i	i
COc1cccc(C2=NNC(=NCc3ccccc3)SC2)c1	i	i	i	i	i	i	i	i	i	i	i
CCOC(=O)c1c(NC(=O)Nc2ccc(C)cc2)sc2c1CCN(C)C2	i	i	i	i	i	i	i	i	i	i	i
Cc1ccc(Nc2nc(-c3c(C)nc4ccccn34)cs2)cc1	i	i	i	i	i	i	i	25*	i	i	i
CS(=O)(=O)N(CC(=O)N1CCCCCC1)c1cccc([N+](=O)[O-])c1	i	i	i	i	i	i	i	i	i	i	i
Cc1ccc(NC2SC(=O)N(Cc3cccc(C(=O)O)c3)C2=O)cc1 (configuration not stated)	i	i	i	i	i	i	i	i	i	i	i
Cc1ccc(-n2nnnc2-c2cnn(-c3cccc(F)c3)c2C(F)(F)F)cc1	i	i	i	i	i	i	i	i	i	i	i
O=C(N/N=C/c1cccc(C(F)(F)F)c1)c1ccccc1O	i	i	i	i	i	i	i	i	i	i	i
O=C(COc1ccc(Br)cc1)N/N=C1/SCC(=O)N1Cc1ccco1	i	i	i	i	i	i	i	i	i	i	i
CCCCN1C(=O)C(NC(=O)CC(C)C)(C(F)(F)F)C2=C1CC(C)(C)CC2=O (configuration not stated)	i	i	i	i	i	i	i	i	i	i	i
CCCCOc1ccc(/C=N/NC(=O)c2nnn(-c3nonc3N)c2CN2CCCCCC2)cc1	i	i	i	i	i	i	i	i	i	i	i
COc1ccccc1N1CCN(C(=O)c2c(C)noc2C)CC1	i	i	i	i	i	i	i	i	i	i	i
N#CC1=C(N)NC(SCC(=O)O)=C(C#N)C12CCCC2	i	i	i	i	i	i	i	i	i	i	i
COc1cccc(-n2nnnc2SCC(=O)NCc2ccco2)c1	i	i	i	i	i	i	i	i	i	i	i
CCCCCc1nnc(NC(=O)Cc2ccc([N+](=O)[O-])cc2)s1	i	i	i	i	i	i	i	i	i	i	i
Cc1cc(C(=O)N2CCC(C(=O)O)CC2)c(C(F)(F)F)o1	i	i	i	i	i	i	i	i	i	i	i
O=C(NCC1CC1)c1onc(CSc2ccc(F)cc2)c1C(=O)NCC1CC1	i	i	i	i	i	i	i	i	i	i	i
COc1ccc(N2CCN(Cc3nc(N)nc(Nc4ccc(C)c(Cl)c4)n3)CC2)cc1	i	i	i	i	i	i	i	i	i	i	i
CCn1nc(C)c(/C=N/NC(=O)c2ccc3c(c2)c(C)c(C)n3Cc2ccccc2)c1C	i	i	i	i	i	i	i	i	i	i	i
O=C(CCC(=O)NNc1nc2ccccc2c2nc(-c3ccccc3)nn12)NCCCN1CCCC1=O	i	i	i	i	i	i	i	i	i	i	i
O=C1C(=O)c2ccccc2C(O)=C1C1CCC(c2ccc(Cl)cc2)CC1 (configuration not stated)	.	i	i	.	i	i	.	i	.	.	.
CN1CCN(NC(=S)Nc2ccc(Oc3ccccc3)cc2)CC1	i	i	i	i	i	i	i	i	i	i	i
O=C1CNC(=O)N1c1ccc(Cl)cc1	i	i	i	i	i	i	i	i	i	i	i
CC(NCc1ccccc1)C1COc2ccccc2O1 (configuration not stated)	i	i	i	i	i	i	i	i	i	i	i
COC(=O)c1cc(-c2c(-c3ccc4c(c3)OCO4)noc2-c2ccsc2)cc([N+](=O)[O-])c1	i	i	i	.	i	i	i	i	i	i	i
C1=Nc2c(NCc3ccccc3)ncnc2Oc2ccccc21	i	i	i	i	i	i	i	i	i	i	i
O=C(Nc1cccc(Cl)c1Cl)c1ccc(-c2ccccc2)cc1	i	i	i	i	i	i	i	i	i	i	i
COc1ccc(Cn2nnnc2C(c2ccc(C)cc2)N2CCN(C3CCCC3)CC2)cc1 (configuration not stated)	i	i	i	i	i	i	i	i	i	i	i
Cc1ccc(N2CC(C(=O)NCCCn3ccnc3)CC2=O)cc1 (configuration not stated)	i	i	i	i	i	i	i	i	i	i	i
COc1cccc(CNC(=O)C2CCN(S(=O)(=O)N3CCCC3)CC2)c1	i	i	i	i	i	i	i	i	i	i	i
CCCCCN(C(=O)CCC(=O)OCc1cc(C)ccc1C)c1c(N)n(CCCC)c(=O)[nH]c1=O	i	i	i	i	i	i	i	i	i	i	i
O=C(COc1ccc(F)cc1)Nc1ccc(S(=O)(=O)Nc2ncccn2)cc1	i	i	i	i	i	i	i	i	i	i	i
COc1ccc(N2C(=O)C(CC(=O)Nc3ccccc3)N(Cc3cccs3)C2=O)cc1 (configuration not stated)	i	i	i	i	i	i	i	i	i	i	i
O=C(COc1ccc(Br)cc1)Nc1nc(-c2cccnc2)cs1	i	i	i	i	i	i	i	i	i	i	i
CCOC(=O)c1ccc(NC(=S)NC(=O)c2nn(CC)cc2Br)cc1	i	i	i	i	i	i	i	i	i	i	i
Cc1c(C(=O)N2CCOCC2)c(S(=O)(=O)Nc2ccccc2F)c(C)n1C	i	i	i	i	i	i	i	i	i	i	i
COc1ccccc1NC(=O)c1c(N=Cc2ccccc2O)cnn1C	i	i	i	i	.	i	i	i	i	i	i
Cc1noc(C)c1C(=O)Nc1ccccn1	i	i	i	i	i	i	i	i	i	i	i
O=C(N/N=C/c1cc2c(cc1[N+](=O)[O-])OCO2)c1ccccn1	i	i	i	i	i	i	i	i	i	i	i
C=CCc1ccc(OCCCCN2CCC(C)CC2)c(OC)c1	i	i	i	i	i	i	i	i	i	i	i
C1CCN(c2nc3nonc3nc2N2CCCC2)C1	i	i	i	i	i	i	i	i	i	i	i
CCOC(=O)C1CCCN(C(=O)c2cn(CC)c3ccc(S(=O)(=O)N(C)C)cc3c2=O)C1 (configuration not stated)	.	i	i	.	i	i	.	i	.	.	.
Cc1ccccc1-c1nc2sc3c(c2c(=O)n1N)CCCC3	i	18*	i	i	i	i	i	i	i	i	i

More compounds:
SMILES	RGS4 inh	MrgX1 PAM	MrgX1 antag	TRPC4 inh	TMEM16A act	MrgX1 agonist	TRPC4 agonist	TMEM16A inh	TRPC6 inhibitor	TRPC4 PAM	TRPC6 activator
COc1cc(OC)c(NS(=O)(=O)c2ccc3c(c2)NC(=O)CO3)cc1Cl	i	i	i	i	i	i	i	i	i	i	i
Cc1ccccc1CN1C(=O)C(C)S/C1=N/N=C/c1ccco1 (configuration not stated)	i	13*	i	i	i	i	i	i	i	i	i
Cc1cc(NS(=O)(=O)c2ccc(NC(=O)c3ccc(Cl)cc3Cl)cc2)no1	i	i	i	i	i	i	i	i	i	i	i
COc1ccc(NS(=O)(=O)c2cccc(C(=O)NCC(c3ccco3)N3CCCC3)c2)cc1 (configuration not stated)	i	i	i	i	i	i	i	i	i	i	i
CC(C)(CN=C1NS(=O)(=O)c2ccccc21)CNC(=O)c1ccccc1	i	i	i	i	i	i	i	i	i	i	i
Cc1ccc(C2C(C#N)=C(N)OC3=C2C(=O)CC(C)(C)C3)s1 (configuration not stated)	i	i	i	i	i	i	i	i	i	i	i
CCOc1cc(/C=C2\CCC/C(=C\c3cc(Cl)c(O)c(OCC)c3)C2=O)cc(Cl)c1O	i	i	i	i	i	i	i	i	i	i	i
CC(=O)NS(=O)(=O)c1cccnc1Nc1ccc(Cl)cc1	i	i	i	i	i	i	i	i	i	i	i
Cc1cc(C)c2nc(SCC(=O)N3CCCCC3)c(C#N)cc2c1	i	.	.	i	i	.	i	.	i	i	i
CCCCNC(=O)CCn1nc(-c2ccc(Cl)cc2)ccc1=O	i	i	i	i	i	i	i	i	i	i	i
CC(=O)NS(=O)(=O)c1ccc(N=c2ssc3c2-c2ccc(C)cc2NC3(C)C)cc1	i	i	i	i	i	i	i	i	i	i	i
O=C1C=C(NCc2ccccc2)c2ccccc2C1=O	i	.	.	i	i	.	i	.	i	i	i

Screening data from PubChem.
